Screening data from PubChem BioAssay.
RAD52 inh – RAD52 DNA annealing inhibitors, primary screen, biochemical, FRET, single point, set 2. recombinant RAD52 DNA annealing, FRET fluorescence. inhibition, % at 18.7 µM. hit rate 0.46% among 360,000;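 active = every replicate showing at least 50% inhibition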
FN deposition inh – inhibitors of fibronectin matrix deposition, primary screen, AH1F cells, Alexa488-fibronectin fluorescence, plate reader | AH1F fibroblasts, overnight | inhibition, % at 12.6 µM | hit rate 0.086% among 350,000 | AID 743247, 2014;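 active = mean inhibition across replicates of 30% or more, regardless of how many single replicates reach that level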;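 note: positive control wells lacked labelled fibronectin entirely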
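Material – AH1F fibroblast monolayer, labelled fibronectin deposition · Reagent – labelled fibronectin 24 nM · Timing – 1 h adhesion, overnight exposure · Measured by – fluorescence at 485 nm excitation, 525 nm emission · Read-out – inhibition of fibronectin deposition signal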
E-sel inducer – E-selectin induction in HUVECs, primary screen, imaging, HUVEC, immunofluorescence imaging, single point; P16581; normalized: neutral wells 0, TNF-alpha wells 100; activation, % at 7.58 µM; hit rate 0.37% among 260,000;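 active = mean E-selectin-positive cell signal at least 10% of the positive control, reached in at least 60% of replicates, without over 20% cell loss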;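 note: in these data hits start at about 27%; measured in HUVEC primary endothelial cells; signal is the percent of cells scored E-selectin positive by PE staining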
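Read-out basis: % PE-positive cells; Test system: HUVEC primary endothelial cells; Technique: immunofluorescence imaging; Dosing: single-point compound dose.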
S100A4 inh HTS – inhibitors of S100A4-myosin IIA peptide binding, primary screen, biochemical, fluorescence polarization, TAMRA-MyoIIA peptide; Protein S100-A4 (Homo sapiens), P26447; hit rate 0.14% among 360,000; inhibition, % at 10.7 µM;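 active = mean inhibition of at least 70% across replicates, with every replicate also reaching that level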
Target sequence (P26447 whole entry, looked up): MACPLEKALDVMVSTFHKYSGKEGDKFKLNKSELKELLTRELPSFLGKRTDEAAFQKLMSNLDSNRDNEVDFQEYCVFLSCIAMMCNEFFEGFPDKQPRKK
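assay system = human S100A4 monomer with TAMRA-labelled myosin IIA peptide | also added = labelled myosin peptide probe, 5 nM | incubation = 5 min between mix addition and reading | control set = DMSO and TFP controls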
EWS-Fli inh – EWS/Fli-driven NR0B1 reporter inhibitors, primary screen, A673 cells, NR0B1 luciferase, luminescence, MLPCN library; viability-normalised; hit rate 0.67% among 350,000; inhibition, % at 12.6 µM; AID 651661, 2012;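 active = mean inhibition of at least 50% after viability correction, with every replicate also passing that limit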;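 note: firefly luciferase signal divided by Alamar Blue viability fluorescence both relative to DMSO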
RAD54 branch – inhibitors of human RAD54 branch migration, primary screen, biochemical, fluorescence, single point | RAD54 Holliday junction branch migration, FAM/BHQ fluorescence | inhibition, % at 10.4 µM | hit rate 0.14% among 360,000 | AID 602329, 2012;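 active = mean normalized replicate activity at least 40 and at least half of replicates scoring 40 or more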;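 note: 0% = median of neutral control wells and 100% = median of positive control wells; inhibitors cause a drop in the FAM fluorescence signal; in these data hits start at about 50%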
Target sequence (Q92698 whole entry, looked up): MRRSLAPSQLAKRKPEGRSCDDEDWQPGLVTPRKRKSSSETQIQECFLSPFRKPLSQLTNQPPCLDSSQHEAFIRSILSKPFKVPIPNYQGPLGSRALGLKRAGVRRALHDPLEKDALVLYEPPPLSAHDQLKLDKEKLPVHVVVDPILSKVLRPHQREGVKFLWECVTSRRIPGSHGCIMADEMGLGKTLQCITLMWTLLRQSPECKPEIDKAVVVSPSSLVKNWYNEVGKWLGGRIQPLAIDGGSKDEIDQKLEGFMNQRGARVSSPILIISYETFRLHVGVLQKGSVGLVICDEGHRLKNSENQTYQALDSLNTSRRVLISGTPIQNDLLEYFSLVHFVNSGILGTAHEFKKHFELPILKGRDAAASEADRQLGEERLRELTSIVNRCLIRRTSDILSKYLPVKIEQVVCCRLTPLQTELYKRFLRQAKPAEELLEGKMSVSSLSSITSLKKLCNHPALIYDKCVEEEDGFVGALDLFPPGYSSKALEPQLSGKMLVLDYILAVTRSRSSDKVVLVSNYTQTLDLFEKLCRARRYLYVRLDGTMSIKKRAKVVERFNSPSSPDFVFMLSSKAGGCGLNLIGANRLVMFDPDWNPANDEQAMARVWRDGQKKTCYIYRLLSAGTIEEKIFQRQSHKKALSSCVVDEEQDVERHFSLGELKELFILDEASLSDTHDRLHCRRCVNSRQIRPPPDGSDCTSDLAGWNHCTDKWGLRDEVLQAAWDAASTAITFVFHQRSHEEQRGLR
Xi reactivation – activators of inactive X chromosome reactivation, primary screen, imaging, XiGFP fibroblasts, GFP high-content imaging, set 2; XiGFP mouse fibroblasts, % GFP-positive cells imaging, 3 d; cells co-treated with 5-aza-dC sensitizer; scaled so ellipticine positive control = 100%; hit rate 0.055% among 360,000; activation, % at 7.58 µM;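 active = mean normalized replicate activation at least 10% and every replicate at or above 10%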;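 note: 0% = median of on-plate neutral control wells and 100% = ellipticine 6 µM median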
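Schedule: 3 d treatment, 15 min room-temperature fixation; system: 68-5-11 XiGFP fibroblast line; buffer or medium: DMEM plus 5-aza-dC sensitizer; control set: ellipticine 6 µM positive control; compound: one concentration, pinned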
esBAF inh – Bmi1 luciferase reporter increase in mESCs, primary screen, esBAF inhibitor project, mouse ES cells, Bmi1 luciferase knock-in, single point; AID 602393, 2012; reporter increase, % at 12.5 µM; 24 h; 100% = twice the neutral-well signal; hit rate 2% among 350,000; in the data active = activation above about 40%;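 note: 0% = median of the plate's neutral control wells and 100% = double that signal; a rise in the Bmi1 reporter signal indicates esBAF inhibition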
Active calls of the source: *; nt = no result given; & = joins results of further samples.

SMILES | RAD52 inh | FN deposition inh | E-sel inducer | S100A4 inh HTS | EWS-Fli inh | RAD54 branch | Xi reactivation | esBAF inh
CCc1c(N)nc(N)nc1Nc1ccccc1Cl | -19.8 | nt | nt | -0.9 | 0.8 | 6.5 | -0.1 | -0.6
Cc1cccc(Nc2nnc(SCC(=O)Nc3ccc(C(=O)O)cc3)s2)c1 | 1.9 | 0.9 | 0.2 | -1.4 | 8.5 | nt | 0.0 | nt
CNC(=O)c1c(NC(=O)C2=COCCO2)sc(C)c1C | 1.7 | -1.0 | 0.0 | 0.3 | -19.6 | 9.4 | 0.8 | -2.9
CCC(C)N(C(=O)c1csnn1)C(C(=O)NCc1ccc(F)cc1)c1ccccc1F (configuration not stated) | -21.7 | -3.0 | nt | -2.2 | -11.8 | -5.7 | 0.4 | -7.3
Cc1cc(C)c(C(=O)CSc2nc(C)cc(=O)[nH]2)c(C)c1 | -8.9 | -6.9 | nt | 5.3 | 8.4 | 2.8 | 1.0 | -9.5
O=C(C1CCCCC1)N1CC2(C1)[C@H](c1ccccc1)[C@H](CO)N2C(=O)NC1CCCC1 | -4.0 | -7.9 | 0.0 | 1.0 | -2.9 | nt | 0.0 | nt
c1ccc(-c2cn(C[C@H]3CC[C@@H]([C@@H]4CC[C@H](Cn5cc(-c6ccccn6)nn5)O4)O3)nn2)nc1 | -1.6 | -12.5 | -0.5 | -2.9 | 1.5 | -3.8 | 0.5 | -7.2
COc1ccc(NC(=O)N(C)C[C@H]2Oc3ccc(NC(=O)NC4CCCCC4)cc3C(=O)N([C@H](C)CO)C[C@@H]2C)cc1 | -10.7&-10.6 | 1.5 | -6.2&-0.1 | 1.6&-8.9 | -9.7&6.2 | -6.2&1.3 | 0.0&0.0 | 5.2&-0.3
O=C(O)c1ccc(S(=O)(=O)N(Cc2cccs2)CC2CCCO2)cc1 (configuration not stated) | -9.1 | 21.7 | 0.9 | -5.1 | 6.3 | -0.1 | -0.1 | -1.3
NNc1ccc2nnc(C(F)(F)C(F)(F)C(F)(F)F)n2n1 | -12.6 | -11.8 | nt | 2.8 | 11.1 | nt | 0.2 | nt
CC(C)CCN1CCN=C1N(C)C | -5.6 | 1.5 | -0.2 | -0.3 | -9.2 | -22.9 | 0.1 | -3.3
C[C@H](CO)N1C[C@H](C)[C@H](CN(C)C(=O)NC2CCCCC2)OCc2cnnn2CCCC1=O | -4.5&-0.6&-11.5 | 1.8&-10.6 | -4.9&0.0 | 13.6&3.6&-0.7 | 8.9&0.2&-5.8 | 5.8&-1.2 | -0.1&-0.1 | 1.5&3.4
O=C(COC(=O)c1cc(Br)ccc1O)NNC(=O)c1ccc(Cl)cc1 | 1.4 | -5.6 | 1.1 | -0.9 | 3.2 | 3.0 | 0.0 | 3.9
CC(=O)NC[C@H]1[C@H](c2ccc(-c3cccc(F)c3)cc2)[C@@H](CO)N1C(C)=O | -51.7 | nt | -0.2 | -0.9 | 2.0 | -1.1 | 1.5 | -5.5
COc1ccc(-c2csc(NC(CO)c3nc4ccccc4n3CCCO)n2)cc1 (configuration not stated) | -36.7 | -12.4 | -0.3 | 10.3 | -3.2 | -2.0 | 0.1 | 5.8
CC1(C)CC[C@]2(C(=O)O)[C@H](O)C[C@]3(C)C(=CCC4[C@@]5(C)C[C@H](O)[C@H](O)[C@@](C)(CO)C5CC[C@]43C)[C@@H]2C1 (some centres not stated) | -1.1 | nt | nt | -9.8 | -9.9 | 1.7 | nt | -1.0
Cc1ccc(NC(=O)C2CCCN2C(=O)NC2CCCCC2)cc1F (configuration not stated) | -6.1 | -1.0 | -0.1 | 0.1 | -9.0 | -0.6 | 0.1 | -2.8
CC(C)C(=O)Nc1ccc(C(=O)CN2C(=O)NC3(CCOc4ccccc43)C2=O)cc1 (configuration not stated) | -196.5 | 1.9 | nt | -3.2 | 8.7 | -11.6 | 0.7 | 6.8
OC(CN1CCCCC1)Cn1c2ccccc2c2ccccc21 (configuration not stated) | 5.6 | 8.4 | 1.1 | -26.1 | 4.7 | 25.1 | 0.2 | 2.4
CC1CCCC(C)N1c1nnc(NC(=O)Cn2c(=O)oc3ccccc32)s1 (configuration not stated) | 1.9 | 10.0 | -0.3 | 29.9 | 11.0 | 8.0 | 0.0 | 0.1
CC(C)[C@H](NS(=O)(=O)c1ccccc1)C(=O)Nc1nccs1 | -22.3 | -7.8 | -0.2 | 1.5 | -10.5 | -8.6 | 0.0 | -9.8
Cc1c(NC(=O)COc2cccc(Br)c2)c(=O)n(-c2ccccc2)n1C | -4.0 | 5.3 | nt | 3.8 | -3.6 | 7.0 | 0.4 | -4.5
COc1ccc(S(=O)(=O)NCCOc2ccc(Cl)cc2)cc1 | -4.9 | 3.3 | 0.2 | -5.3 | 3.9 | -12.1 | 0.0 | -6.6
C/C=C/c1ccc(OCC(=O)O)c(OC)c1 | -20.1 | 6.1 | nt | -13.0 | -3.1 | 0.1 | -0.1 | -1.3
Cc1ccsc1C(=O)N1CCC1(C)C(=O)Nc1ccc2c(c1)OCCO2 (configuration not stated) | -15.8 | -5.6 | -0.5 | -6.7 | 2.6 | -5.9 | 0.1 | 8.1
CCCc1cc(=O)[nH]c(SCC(=O)N(Cc2ccccc2)C(C)C)n1 | -0.8 | 1.4 | nt | 2.0 | nt | -1.5 | nt | -12.1
C[C@H](CO)N1C[C@H](C)[C@@H](CN(C)S(=O)(=O)c2cn(C)cn2)Oc2c(NC(=O)Nc3ccccc3)cccc2C1=O | -5.4 | nt | 0.2 | 3.5 | -4.2 | 0.1 | -0.1 | -9.2
C[C@H](CO)N1C[C@H](C)[C@H](CN(C)C(=O)c2ccccc2F)Oc2ncc(C#CC(C)(C)O)cc2C1=O | 0.2 | 4.5 | -0.3 | -4.4 | 6.4 | -2.3 | 0.4 | -1.3
CNC(=O)C[C@@H]1CC[C@@H]2[C@H](COC[C@H](O)CN2Cc2ccc(C(F)(F)F)cc2)O1 | -3.5 | -13.6 | -0.1 | 3.5 | nt | -3.4 | 0.0 | -3.5
C[C@@H]1CN([C@@H](C)CO)C(=O)Cc2cc(NC(=O)Cc3cn(C)c4ccccc34)ccc2O[C@@H]1CN(C)C(=O)NC1CCCCC1 | -19.7 | nt | nt | 2.2 | 2.0 | -5.6 | 0.7 | 0.7
O=C(Cc1cccs1)NCCc1csc(-c2ccccc2)n1 | -0.9 | -4.2 | nt | -5.2 | -8.0 | nt | 0.0 | nt
CCN1C(=O)/C(=C/c2nc3ccccc3c(=O)[nH]2)c2ccccc21 | -4.6 | 3.9 | 2.5 | 3.5 | 3.9 | nt | 0.0 | nt
COc1cc(/C=C/C(=O)O)ccc1OS(=O)(=O)c1c(C)c(C)cc(C)c1C | -14.3 | 1.0 | -0.6 | 7.3 | -56.3 | -7.9 | 0.2 | -7.8
C[C@@H]1CN([C@H](C)CO)C(=O)c2cc(NC(=O)c3ccncc3)ccc2O[C@H]1CN(C)S(=O)(=O)c1ccc(Cl)cc1 | -1.9 | 1.5 | -0.1 | -6.9 | 11.1 | 5.0 | -0.5 | -2.1
O=C(NC[C@H]1[C@H](c2ccccc2)[C@H](CO)N1C(=O)C1CC1)NC1CCCC1 | 5.0 | nt | 0.5 | -0.7 | 0.2 | -3.0 | 0.0 | -2.8
COc1cc(N)c(C(=O)c2nccc3cc(OC)c(OC)cc23)cc1OC | 5.5 | 15.5 | nt | -3.4 | 13.9 | -10.0 | 0.0 | -4.7
CCOC(=O)C1CCCN(C(=O)c2cc3cc(F)ccc3[nH]2)C1 (configuration not stated) | -6.0 | -3.8 | nt | -18.2 | -11.0 | -5.4 | 0.0 | 19.7
Cc1ccc(CN(C(=O)c2ccc(Cl)c([N+](=O)[O-])c2)C2CCS(=O)(=O)C2)o1 (configuration not stated) | 4.5 | 9.6 | nt | 6.3 | nt | -2.3 | 0.1 | -2.6
CCCc1cc2c(=O)c(-c3ccccn3)c(C)oc2cc1O | -12.5 | nt | nt | -0.6 | -0.8 | -15.5 | nt | 10.2
CCOC(=O)c1cnc2scnn2c1=O | -5.4 | nt | nt | 24.2 | 0.4 | 0.0 | nt | -0.9
Cc1cc(C)c(/C=N/NC(=O)c2nnn(-c3nonc3N)c2CN2CCC(C)CC2)c(C)c1 | 1.4 | 5.0 | nt | 2.7 | 9.0 | 0.1 | 0.1 | -0.6
COc1ccc(C2=NN(c3ccccc3)C(c3ccc(OC)c(OC)c3)C2)cc1 (configuration not stated) | -65.7 | -2.3 | nt | -0.3 | -86.1 | 9.5 | 0.7 | 46.5*
O=C(O)[C@@H]1CCCN1C(=O)c1ccccc1N1C(=O)[C@@H]2Cc3c([nH]c4ccccc34)C(c3cccc(Cl)c3)N2C1=O (some centres not stated) | -15.9 | nt | nt | -1.5 | 8.4 | -2.1 | nt | 1.4
COc1ccc(CN2CCN(Cc3ccc4cc(F)ccc4n3)CC2CCO)c(C)c1C (configuration not stated) | -32.0 | -2.4 | nt | -7.9 | 31.9 | 0.5 | 0.0 | 7.0
Cc1ccc(C(=O)N2CCN(c3ccccc3)CC2)cc1S(=O)(=O)N1CCOCC1 | -6.2 | 0.8 | 0.0 | -1.1 | 3.2 | 2.1 | 0.2 | -1.9
CS(=O)(=O)c1ccc(Cl)c(NC(=O)CCCSc2ccccc2)c1 | -13.0 | 4.0 | 0.7 | -8.4 | -8.2 | 2.6 | 0.0 | 5.3
Cc1ccc(S(=O)(=O)NCc2ccccn2)cc1C | -17.6 | -4.0 | -1.3 | -3.8 | -5.4 | 0.2 | 0.0 | -3.7
CCCCCCc1c(O)nc(SCC(=O)O)[nH]c1=O | -8.8 | -4.0 | 0.7 | -5.4 | 2.3 | -1.3 | 0.2 | -6.0
CC(C)(O)c1cc2ccc(C#CCCN3C(=O)c4ccccc4C3=O)cc2c(=O)o1 | -10.7 | 13.8 | -0.1 | -3.0 | -4.2 | -0.1 | 0.0 | -3.2
CC(C)Cn1c(SCC(=O)N2CCc3ccccc3C2)nc(O)cc1=O | -56.9 | -4.5 | -0.6 | -6.6 | 14.8 | 0.1 | -0.1 | -0.1
CCC(=O)N1CC2(CCN(C(=O)c3cccnc3)CC2)c2c([nH]c3cc(OC)ccc23)[C@@H]1CO | -1.8 | nt | 0.0 | -6.4 | -2.9 | nt | 0.4 | nt
COc1cccc(-c2ccc3c(c2)[C@H]2[C@H](CCN2S(=O)(=O)c2cccc(OC)c2)[C@H](CO)N3)c1 | -3.4 | -33.0 | -0.8 | -3.0 | -15.2 | 1.0 | 0.0 | -5.1
O=C(NC1CCC1)[C@H]1[C@H](CO)[C@H]2Cn3c(ccc(-c4ccccc4)c3=O)[C@@H]1N2Cc1cocn1 | -5.3 | nt | 0.1 | 3.6 | -27.0 | -31.4 | 0.3 | 12.8
CCc1ccc(OCC(=O)N/N=C\c2ccco2)c([N+](=O)[O-])c1 | -4.0 | -12.9 | nt | -0.9 | -8.7 | -7.5 | 0.3 | nt

This is a random part of the collection; overall some 3% were active at least once.
